# Screening results as filed in PubChem.
# CHO-K1 Ca antag = counter-screen for M1 antagonists: effect in parental CHO-K1 cells; 0.6% of 360,000 active; inhibition, % at 3 µM; ATP-induced calcium, Fluo-8 fluorescence; AID 602250;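 active means inhibition above a per-plate cutoff, the plate's mean sample inhibition plus 3 SD, cut at about 24% in these data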;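 further: 0% = DMSO plus EC80 ATP and 100% = DMSO alone without ATP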
# M4 antag = CHRM4 antagonism in calcium assay; P08173; CHO-hM4 cells, ACh EC80, Fluo-8 calcium fluorescence; inhibition, % at 3 µM; 0.73% of 360,000 active; AID 624125;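 active means inhibition above its plate's cutoff, the mean inhibition of sample wells plus 3 SD, cut at about 27% in these data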;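 further: 0% = acetylcholine EC80 with DMSO and 100% = DMSO without agonist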
# Target sequence (P08173 whole entry, looked up): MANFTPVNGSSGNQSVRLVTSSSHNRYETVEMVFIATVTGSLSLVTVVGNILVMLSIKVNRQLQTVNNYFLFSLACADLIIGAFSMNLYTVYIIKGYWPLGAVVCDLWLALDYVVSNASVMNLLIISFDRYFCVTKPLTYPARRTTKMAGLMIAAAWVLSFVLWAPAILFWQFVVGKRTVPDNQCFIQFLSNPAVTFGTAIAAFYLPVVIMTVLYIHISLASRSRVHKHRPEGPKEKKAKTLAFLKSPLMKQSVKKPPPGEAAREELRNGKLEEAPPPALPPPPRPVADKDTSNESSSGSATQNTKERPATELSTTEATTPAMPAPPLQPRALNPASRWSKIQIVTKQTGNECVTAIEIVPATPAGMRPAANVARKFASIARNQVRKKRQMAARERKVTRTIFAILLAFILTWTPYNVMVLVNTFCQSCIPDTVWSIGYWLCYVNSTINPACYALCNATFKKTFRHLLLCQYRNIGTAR
# M1 antag = human CHRM1 antagonism. P11229. CHO-K1 hM1, Fluo-8 calcium fluorescence, ACh EC80 antagonist. inhibition, % at 3 µM. 1.3% of 360,000 active. AID 588852;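 active means percent inhibition above its own plate's cutoff, namely the mean of that plate's compound wells plus 3 SD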;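 further: peak over basal fluorescence ratio during 140 s after agonist addition; 0% = ACh EC80 plus DMSO and 100% = DMSO alone without agonist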
# CHO parental Ca = signal in parental CHO cells, OX1R antagonist counter-screen | 0.63% of 330,000 active | inhibition, % at 5.6 µM | AID 463079 | parental CHO-K1, ATP-induced calcium, Fluo-8 fluorescence;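 active means inhibition above that plate's mean sample inhibition plus 3 SD, cut at about 26% in these data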;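 further: 0% = ATP-challenged DMSO wells and 100% = DMSO wells without ATP; some compounds past the cut are filed as inactive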
#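 Assay system: untransfected parental CHO cell line. Also added: ATP agonist challenge. Dosing: one dose, 5.6 µM nominal. Measured by: Fluo-8 fluorescence. Read-out: % inhibition. Benchmarks: ATP wells versus no-ATP DMSO wells. Repeats: no replicates.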
# OXTR potentiator = human OXTR potentiation; CHO-OTR cells, Fluo-8 calcium fluorescence, potentiator mode; 0% = oxytocin EC15, 100% = EC100; activation, % at 3 µM; 0.061% of 320,000 active; AID 2445;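 active means activation above that plate's cutoff, the mean activation of tested compounds plus 3 SD, cut at about 6.6% in these data, passing the limit was not always enough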;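 further: 100% uses oxytocin at 75 nM as the full agonist control; some results filed as inactive read as strong as hits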
# Target sequence (P30559 whole entry, looked up): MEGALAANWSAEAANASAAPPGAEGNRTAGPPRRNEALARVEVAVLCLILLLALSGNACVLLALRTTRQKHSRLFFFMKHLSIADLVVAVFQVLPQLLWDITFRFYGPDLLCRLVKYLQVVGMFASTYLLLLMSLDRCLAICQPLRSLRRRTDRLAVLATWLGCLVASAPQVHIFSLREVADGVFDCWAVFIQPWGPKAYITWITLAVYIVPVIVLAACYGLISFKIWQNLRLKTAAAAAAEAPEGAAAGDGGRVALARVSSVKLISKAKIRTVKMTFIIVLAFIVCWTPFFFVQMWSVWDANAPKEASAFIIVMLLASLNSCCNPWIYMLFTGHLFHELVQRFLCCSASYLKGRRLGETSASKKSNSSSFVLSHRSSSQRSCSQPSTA
#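 Material: CHO-OTR cells, human receptor; compound dosing: single dose, 3.0 µM nominal final compound concentration; schedule: 6 min compound pre-incubation at room temperature, 100 s kinetic read; measured by: kinetic Fluo-8 calcium fluorescence; read-out basis: % activation vs EC15 and EC100 oxytocin; controls: EC15 oxytocin alone as 0%, 75 nM oxytocin as 100%; replicates: singlicate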
# M1 PAM = potentiates human M1 receptor response to acetylcholine. P11229. CHO-K1 hM1, Fluo-8 calcium fluorescence, ACh EC20; 0% = ACh EC20, 100% = maximal ACh. activation, % at 3 µM. 0.088% of 360,000 active; in the data active means activation above about 19%, passing the limit was not always enough
# CHRM1 agonist = human M1 muscarinic receptor agonism; P11229; CHO-K1 hM1, Fluo-8 calcium fluorescence, agonist mode; 0% DMSO, 100% acetylcholine EC100; activation, % at 3 µM; 0.33% of 360,000 active; AID 588814;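 active means activation above the run's mean compound activation plus 3 SD, cut at about 16% in these data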;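 further: peak over basal fluorescence ratio within a 140 s kinetic read after compound addition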
# CHRM4 agonist = CHRM4 agonism in calcium assay; P08173; CHO-K1 hM4/Gqi5, Fluo-8 calcium fluorescence; vehicle 0%, full acetylcholine response 100%; activation, % at 3 µM; 0.14% of 360,000 active; AID 624127;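 active means activation above the run mean over all test wells plus 3 SD, cut at about 32% in these data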;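 further: peak over basal fluorescence ratio per well then scaled between controls; 0% = DMSO wells and 100% = acetylcholine at EC100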
# M1 ag parental = counter-screen for M1 agonists: effect in parental CHO-K1 cells; Fluo-8 calcium fluorescence; scaled to maximal ATP response, vehicle zero; activation, % at 3 µM; 0.48% of 360,000 active; in the data active means activation above about 15%;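 further: untransfected CHO-K1 host cells lacking M1 receptor as counterscreen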
# An asterisk follows results filed as active; / = not tested or not shown. Not a hit list (roughly 2.9% active in at least one column).
SMILES,CHO-K1 Ca antag,M4 antag,M1 antag,CHO parental Ca,OXTR potentiator,M1 PAM,CHRM1 agonist,CHRM4 agonist,M1 ag parental
O=C(Cc1ccccc1)N/N=C/c1ccccc1OCc1ccc(Cl)cc1,-7,-13,-11,2,-16,6,-4,-1,0.2
O=C(c1ccc(COCC(F)(F)F)o1)N1CCCCCC1,13,9,-4,-3,-1,1,-3,-1,0.0
CCOC(=O)c1nc(C)nc(Sc2n[nH]c(-c3ccc(C(C)(C)C)cc3)n2)c1C,0,-6,-10,-25,4,4,-7,-2,-0.5
COc1ccc(S(=O)(=O)N2c3cc(C)ccc3OCC2C(C)(C)C)cc1 (stereo not given),-2,0,6,1,-22,0,-4,-1,0.8
O=C1c2ccccc2C(=O)N1c1ncc(Cc2ccc(Cl)cc2)s1,-2,-3,-9,-2,-5,13,-2,1,0.0
O=C(COc1ccccc1)N1CCc2ccccc21,1,6,-12,-14,0,8,-8,0,0.5
CCOc1ccc2c(C)c(C(=O)O)oc2c1OCC,-2,-5,-2,-3,2,2,0,-1,-0.2
CCOC(=O)N1CCN(C(=O)c2ccc(Cl)c(NC(=O)c3cccs3)c2)CC1,-14,3,7,-18,-4,-6,-9,1,0.5
CCCCCOP(=O)(c1ccccc1)c1ccccc1,-9,3,3,-25,-4,-2,-10,-2,0.0
CN(C)S(=O)(=O)c1ccc(Cl)c(NC(=O)CN2CCc3ccccc3C2)c1,4,4,-2,-22,-16,0,-10,5,1.3
CC1(Oc2ccc3ccccc3c2)CCN(Cc2ccc(OC(F)(F)F)cc2)C1 (stereo not given),12,-1,0,/,/,6,-2,1,0.2
CC(C)CNC(=O)C1(C)CCCN1Cc1ccccc1OC(F)F (stereo not given),12,-7,13,/,/,-4,-5,-1,-0.5
CCCNC(=O)C1(C)CCN(C(=O)c2ccc3snnc3c2)C1 (stereo not given),1,2,-4,/,/,8,-2,0,0.4
O=C(NCCc1c[nH]c2ccccc12)C(=O)Nc1cc2c3c(c1)CC(=O)N3CCC2,-12,0,-1,-9,-10,0,1,9,3.0
Cc1cc(NC(=O)CSc2nnc(C3COc4ccccc4O3)n2C)no1 (stereo not given),-2,-2,2,-5,-1,1,-7,7,1.7
O=C(COc1coc(CN2CCN(c3ccc(F)cc3)CC2)cc1=O)NC1CCCC1,-10,6,-13,-9,-5,16,-1,3,4.6
CC(C)Cc1nnc(NS(=O)(=O)c2ccccc2)s1,7,3,-18,/,/,13,-1,0,0.3
COc1ccc(CN(C(=O)c2cc3ccccc3oc2=O)C2CCCC2)cc1,-6,-4,-15,-15,-7,-1,-4,-1,-0.1
Cc1ccc2nc(-c3ccccc3)c(Cc3ccsc3)n2c1,3,-5,/,/,/,/,/,1,2.4
CCOc1ccc(NC(=O)C(CC)NC(=O)c2ccccc2CO)cc1 (stereo not given),-11,3,4,-8,2,5,-4,2,0.3

# One compound at a time, from the list above. Order of screens: CHO-K1 Ca antag | M4 antag | M1 antag | CHO parental Ca | OXTR potentiator | M1 PAM | CHRM1 agonist | CHRM4 agonist | M1 ag parental
# CC(C)CNC(=O)C1(C)CCCN1Cc1ccccc1OC(F)F (stereo not given) is entered as 12 | -7 | 13 | / | / | -4 | -5 | -1 | -0.5
# COc1ccc(CN(C(=O)c2cc3ccccc3oc2=O)C2CCCC2)cc1 is entered as -6 | -4 | -15 | -15 | -7 | -1 | -4 | -1 | -0.1
# Cc1cc(NC(=O)CSc2nnc(C3COc4ccccc4O3)n2C)no1 (stereo not given) is entered as -2 | -2 | 2 | -5 | -1 | 1 | -7 | 7 | 1.7
# CC1(Oc2ccc3ccccc3c2)CCN(Cc2ccc(OC(F)(F)F)cc2)C1 (stereo not given) is entered as 12 | -1 | 0 | / | / | 6 | -2 | 1 | 0.2
# CC(C)Cc1nnc(NS(=O)(=O)c2ccccc2)s1 is entered as 7 | 3 | -18 | / | / | 13 | -1 | 0 | 0.3

# Continued.
SMILES,CHO-K1 Ca antag,M4 antag,M1 antag,CHO parental Ca,OXTR potentiator,M1 PAM,CHRM1 agonist,CHRM4 agonist,M1 ag parental
COc1ccc(CCNC(=O)c2cccc(NS(=O)(=O)c3ccccc3F)c2)cc1OC,-12,-5,-15,-12,-9,5,-2,6,2.5
S=C(Nc1ccc(Cl)cc1)c1sc(N2CCCCC2)nc1N1CCOCC1,3,2,12,-5,-5,0,-2,1,3.4
O=C(Nc1cc(Cl)c(O)c(Cl)c1)C1CCCO1 (stereo not given),-12,-8,-15,7,-4,12,-2,1,-0.2
Cn1c(CSCc2ccccc2)n[nH]c1=S,7,9,5,-1,-7,-4,-6,1,0.2
COc1cccc(N2CCN(C(=O)C3CCN(S(=O)(=O)c4ccc5c(c4)CC(C)N5C(C)=O)CC3)CC2)c1 (stereo not given),-12,8,8,-12,-10,-9,2,12,11
Cc1ccccc1OCCn1cc(/C=C(\C#N)C(=O)NCc2ccco2)c2ccccc21,-10,4,-9,-14,-7,4,-2,0,0.0
COc1ccccc1Oc1ccc(S(=O)(=O)N2CCCCC2)cc1NC(=O)CCNC(C)=O,-4,10,4,-12,-4,0,-1,2,1.0
CCN=C1S/C(=C\c2ccc(Sc3ccc(Cl)cc3)o2)C(=O)N1CC,-7,-3,-6,-1,1,5,-4,0,-0.2
O=c1[nH]c2ccccc2nc1CCc1ccccc1,-15,3,-5,-7,-11,10,-1,3,2.9
CCOc1ncccc1C(=O)N=C1SCCN1C(=O)c1cccnc1OCC,-4,1,-3,-25,-8,10,0,2,1.7
O=C(CSc1nnnn1-c1cccnc1)NCc1cccs1,2,7,-24,-5,-14,19,3,0,-0.2
CCCCc1cc(=O)oc2c(CN3CCCC3)c(O)c(Cl)cc12,-2,2,0,-5,-1,6,-6,0,0.2
COc1ccccc1-n1nnnc1SCc1cc2c(cc1Br)OCO2,17,0,-7,-7,-15,-7,-1,1,-0.2
CCCCn1c(=O)c(-[n+]2ccccc2)c([O-])c2ccccc21,-7,9,-9,-8,1,2,-4,0,0.0
CC12CCC(=O)N1C(C(=O)N1CCN(S(=O)(=O)c3ccc(Br)cc3Cl)CC1)CS2 (stereo not given),5,-16,-6,-22,-8,9,-2,4,1.1
C/C(=N\NC(=O)c1ccccc1)c1cccc(Br)c1,0,-3,1,-13,-18,4,-6,0,0.0
COc1cccc(CN2CC(C(=O)N(C)C3CCOCC3)CCC2=O)c1 (stereo not given),30*,5,-9,-5,-7,3,-4,0,0.2
CCn1cc(CCCC(=O)NCc2ccccc2OC)c2ccccc21,-17,-3,-9,/,/,6,-6,1,0.2
COc1ccc(CCNS(=O)(=O)c2ccc(OC)cc2)cc1,-1,11,-5,-13,-2,4,-2,2,0.8
C=C(C)C1CC=C(C)/C(=N\NC(=O)CNc2cccc3ccccc23)C1 (stereo not given),1,5,-1,-9,-6,-3,-2,1,-0.4
CCOC(=O)c1ccc(NS(=O)(=O)c2ccc3c(c2)CCCN3C(C)=O)cc1,4,8,-15,-12,-12,-2,4,4,3.9
Cc1ccc(S(=O)(=O)NCCC(=O)NC2CCCC2)cc1,-17,-13,-3,-18,-1,9,-3,1,1.9
Cc1ccccc1N1CCN(CC(=O)Nc2nc(C)c(C(=O)N(C)C)s2)CC1,-3,-5,-16,0,2,7,-2,1,0.4
CNC(=O)C(=O)Nc1nc(C23CC4CC(CC(C4)C2)C3)cs1,7,1,4,-24,-25,0,-5,1,0.2
O=C(O)CCn1cc(-c2ccc(F)cc2)nc1-c1ccncc1,-18,-6,-10,-3,-1,3,0,1,0.6
O=C(NCCCN1CCOCC1)/C(=C/c1ccc(-c2cccc([N+](=O)[O-])c2)o1)NC(=O)c1ccccc1,-7,0,-19,/,/,9,-8,2,0.6
COc1ccc(C2CC(c3ccc(Cl)cc3)=NN2c2ccc(S(N)(=O)=O)cc2)cc1 (stereo not given),-4,-10,-1,-3,/,4,-3,3,1.4
O=C(NCc1ccccn1)C1CCCN(S(=O)(=O)c2cc(Cl)ccc2Cl)C1 (stereo not given),-5,0,-5,/,/,8,-3,1,0.3
Cc1c(NC(=O)c2cc(-c3ccccc3)nc3ccccc23)c(=O)n(-c2ccccc2)n1C,-14,-1,23,-20,-10,-12,2,18,6.5
CCc1ccc(-c2nc(CS(=O)CC(=O)NCCCN3CCC(C)CC3)c(C)o2)cc1 (stereo not given),-13,-7,1,-17,-2,-1,-6,0,-0.3
Cc1cc(C)n(/N=C\c2c(O)ccc3ccccc23)c(=O)c1C(N)=O,-2,-1,-16,-12,-5,13,-3,0,0.2
CC(C)(C)C(=O)Nc1ccc(C(=O)NNC(=O)Cc2ccccc2)cc1,-5,0,-14,-1,2,12,1,1,0.1
O=C(CNC(=O)c1ccc(Br)cc1)OCc1cc([N+](=O)[O-])cc2c1OCOC2,-9,-5,2,-8,-9,-3,-7,1,0.6
CCOC(=O)C1(CC/C(C)=N\NC(N)=O)CC(C)(C)OC1=O (stereo not given),-9,1,15,-3,-2,-4,-5,1,0.4
Cc1cccc(Nc2nnc(SCC(=O)NCc3cccs3)s2)c1C,-5,1,-9,-13,-2,4,-13,4,2.7
COc1cccc(C(=O)OCCCOC(=O)c2cccc(OC)c2OC)c1OC,-2,-9,-4,-15,4,3,1,8,4.3
Cc1cccc2sc(N(CCCN(C)C)C(=O)COc3ccc(Cl)cc3)nc12,-7,15,-1,10,-8,6,-1,16,2.7
CCOC(=O)c1ccc(NC(=O)C2CCN(S(=O)(=O)CC)CC2)cc1,-7,-3,-4,-6,0,6,-4,2,0.3

# Some of the entries so far, as tab-separated lines:
smiles	CHO-K1 Ca antag	M4 antag	M1 antag	CHO parental Ca	OXTR potentiator	M1 PAM	CHRM1 agonist	CHRM4 agonist	M1 ag parental
O=C(Nc1cc(Cl)c(O)c(Cl)c1)C1CCCO1 (stereo not given)	-12	-8	-15	7	-4	12	-2	1	-0.2
Cn1c(CSCc2ccccc2)n[nH]c1=S	7	9	5	-1	-7	-4	-6	1	0.2
COc1cccc(N2CCN(C(=O)C3CCN(S(=O)(=O)c4ccc5c(c4)CC(C)N5C(C)=O)CC3)CC2)c1 (stereo not given)	-12	8	8	-12	-10	-9	2	12	11
Cc1ccccc1OCCn1cc(/C=C(\C#N)C(=O)NCc2ccco2)c2ccccc21	-10	4	-9	-14	-7	4	-2	0	0.0
COc1ccccc1Oc1ccc(S(=O)(=O)N2CCCCC2)cc1NC(=O)CCNC(C)=O	-4	10	4	-12	-4	0	-1	2	1.0

# An excerpt from above in order of the OXTR potentiator value, smallest number first:
mol	M4 antag	M1 antag	OXTR potentiator	M1 PAM	CHRM1 agonist	CHRM4 agonist
Cc1cccc2sc(N(CCCN(C)C)C(=O)COc3ccc(Cl)cc3)nc12	15	-1	-8	6	-1	16
Cc1cccc(Nc2nnc(SCC(=O)NCc3cccs3)s2)c1C	1	-9	-2	4	-13	4
CCOC(=O)c1ccc(NC(=O)C2CCN(S(=O)(=O)CC)CC2)cc1	-3	-4	0	6	-4	2
